UHRF1 binding = UHRF1 methylated DNA binding inhibitors, primary screen, counter-screen for MBD2 inhibitor project, biochemical, TR-FRET, human UHRF1, single concentration | hit rate 0.75% among 370,000 | inhibition, % at 4.4 µM | E3 ubiquitin-protein ligase UHRF1 (Homo sapiens), Q96T88 | UHRF1 binding to methylated oligo; in the data active means inhibition above about 21%;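 further: UHRF1 SRA domain binding a hemimethylated CpG hairpin DNA probe; 0% = median of test compound wells and 100% = reference inhibitor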
DDE Tn6 FP inh = inhibitors of Tn6 peptide binding to fibrin DD(E), primary screen, biochemical, fluorescence polarization, human fibrin, Tn6 probe. Fibrinogen beta chain (Homo sapiens), P02675. Fibrin DD(E) TRITC-Tn6 fluorescence polarization displacement. inhibition, % at 8.3 µM. hit rate 0.21% among 370,000. AID 720509, 2013;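 active means inhibition above a per-campaign cutoff: mean of compounds within control limits plus 3 SD, cut at about 15% in these data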;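 further: 0% = median of all compound wells on the plate and 100% = blocking peptide control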
KLK7 zymogen act = proKLK7 zymogen activators, primary screen, biochemical, fluorescence intensity; purified proKLK7, EDANS-DABCYL substrate fluorescence; 100% is mature enzyme control, 0% vehicle; AID 652039, 2013; activation, % at 7 µM; hit rate 0.9% among 370,000; Kallikrein-7 (Homo sapiens), P49862;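 active means activation above the mean of all tested compounds plus 3 SD, computed per campaign excluding outliers beyond control limits, cut at about 13% in these data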
Target sequence (P49862 whole entry, looked up): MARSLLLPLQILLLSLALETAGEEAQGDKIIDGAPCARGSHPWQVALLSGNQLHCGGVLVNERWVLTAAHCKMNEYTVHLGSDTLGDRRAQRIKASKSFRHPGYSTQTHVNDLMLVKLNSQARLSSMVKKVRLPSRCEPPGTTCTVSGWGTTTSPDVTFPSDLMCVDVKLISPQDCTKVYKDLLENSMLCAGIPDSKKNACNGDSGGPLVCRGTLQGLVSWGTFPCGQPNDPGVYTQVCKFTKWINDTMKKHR
TDP2 absorb = human TDP2 enzyme inhibitors, primary screen, biochemical, epi absorbance, recombinant enzyme. T5PNP hydrolysis, p-nitrophenol absorbance 415 nm. hit rate 0.34% among 370,000. inhibition, % at 12.8 µM;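 active means inhibition above the mean of all tested compounds plus 3 SD, set per campaign, cut at about 25% in these data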;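 further: 0% = DMSO with enzyme and 100% = buffer with substrate but no TDP2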
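System – recombinant human TDP2 · Quantity – TDP2 enzyme at 120 nM final · Doses – single concentration, 12.8 µM nominal, with 1% DMSO · Incubation – 2 h at 37 °C · Measured by – epi absorbance of p-nitrophenol freed from T5PNP by hydrolysis · Read-out – % inhibition relative to enzyme-containing and enzyme-free wells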
SIAE inh = human SIAE inhibitors, primary screen, biochemical, fluorescence polarization, FP-Rh probe, 1536-well HTS | hit rate 0.69% among 370,000 | inhibition, % at 9.66 µM | SIAE FP-Rh probe binding;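 active means inhibition above a cutoff: mean of compounds within the control limits plus 3 SD of those, cut at about 17% in these data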;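 further: 0% = plate median of compound wells and 100% = probe without SIAE protein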
MBD2 DNA inh = inhibitors of MBD2 binding to methylated DNA, primary screen, biochemical, TR-FRET, DNA-binding domain, human; Methyl-CpG-binding domain protein 2 (Homo sapiens), Q9UBB5; MBD2 binding to methylated oligonucleotide; inhibition, % at 4.4 µM; hit rate 0.31% among 370,000; AID 686964, 2013; in the data active means inhibition above about 13%
Target sequence (Q9UBB5 whole entry, looked up, the tested form may be a part): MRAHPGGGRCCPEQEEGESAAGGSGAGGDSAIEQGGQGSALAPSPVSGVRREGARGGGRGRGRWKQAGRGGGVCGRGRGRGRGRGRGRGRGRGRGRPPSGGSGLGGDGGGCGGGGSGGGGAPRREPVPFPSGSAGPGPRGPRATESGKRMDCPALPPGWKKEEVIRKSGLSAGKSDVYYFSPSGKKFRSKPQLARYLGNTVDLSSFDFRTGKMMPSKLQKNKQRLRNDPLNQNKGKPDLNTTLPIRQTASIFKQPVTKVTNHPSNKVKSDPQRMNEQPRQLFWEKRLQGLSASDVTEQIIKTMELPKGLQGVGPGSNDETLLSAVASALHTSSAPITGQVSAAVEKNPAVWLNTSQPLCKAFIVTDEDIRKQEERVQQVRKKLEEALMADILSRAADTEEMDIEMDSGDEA
PRMT1 FP inh = PRMT1 methyltransferase inhibitors, primary screen, biochemical, fluorescence polarization; Protein arginine N-methyltransferase 1 (Homo sapiens), Q99873; recombinant PRMT1, activity-based probe fluorescence polarization; inhibition, % at 2.79 µM; hit rate 1.3% among 370,000;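 active means inhibition above about 21% made by adding two undisclosed values, limit read from the data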
Target sequence (Q99873 whole entry, looked up): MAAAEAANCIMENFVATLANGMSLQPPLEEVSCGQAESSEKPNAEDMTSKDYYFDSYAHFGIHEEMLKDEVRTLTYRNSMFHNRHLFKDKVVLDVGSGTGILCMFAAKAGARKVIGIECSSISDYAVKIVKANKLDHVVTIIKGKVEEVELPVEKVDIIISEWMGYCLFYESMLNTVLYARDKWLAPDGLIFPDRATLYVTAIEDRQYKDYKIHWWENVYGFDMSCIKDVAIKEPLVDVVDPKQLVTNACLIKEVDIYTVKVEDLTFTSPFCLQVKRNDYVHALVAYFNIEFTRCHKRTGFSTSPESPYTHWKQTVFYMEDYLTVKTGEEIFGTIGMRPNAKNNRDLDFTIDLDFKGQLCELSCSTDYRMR
TCR-CD3 inh = inhibitors of human TCR-CD3 interaction, primary screen, biochemical, fluorescence, TAMRA-labeled TCR probe | AID 651800, 2012 | hit rate 0.37% among 360,000 | inhibition, % at 9.4 µM; in the data active means inhibition above about 19%;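 further: recombinant mutant TCR 2C K166C tagged with TAMRA read by polarization; 0% = receptor in buffer alone and 100% = receptor with positive control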
LEDGF integ inh = blockers of LEDGF/p75-dependent integrase strand transfer – biochemical, TR-FRET, high throughput, primary screen. HIV-1 integrase (with human LEDGF/p75). inhibition, % at 3.7 µM. hit rate 0.64% among 370,000. TR-FRET IN-LEDGF/p75 DNA integration, Eu/Cy5. AID 743269, 2014;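 active means inhibition above the screen-wide mean plus 3 SD, cut at about 13% in these data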;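 further: signal is the Cy5 over europium emission ratio at 671 and 618 nm; 0% = plate median of compound wells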
DDE Tn7 FP inh = inhibitors of Tn7 peptide binding to fibrin DD(E), primary screen, biochemical, fluorescence polarization, human fibrin, Tn7 probe | FP displacement of FITC-Tn7 peptide from fibrin DD(E); 0% = median of compound wells per plate | inhibition, % at 8.3 µM | hit rate 0.13% among 370,000 | AID 720508, 2013 | Fibrinogen beta chain (Homo sapiens), P02675;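 active means inhibition above the mean of compounds falling within the control limits plus 3 SD of them, cut at about 14% in these data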;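 further: 0% = plate median of compound wells and 100% = 10 µM Aha-Tn7 peptide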
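Assay system: Human clot-derived fibrin DD(E) complex | Buffer or medium: Tris/NaCl/CaCl2 buffer, pH 7.8 | Repeats: One replicate per compound | Benchmarks: Aha-Tn7 high control | Measure: % inhibition scaled between sample-field median and high-control FP | Schedule: 10 min plus 3 h, room temperature | Signal: Fluorescence polarization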
* marks the source's active call; other numbers are inactive results; nt = not tested or not shown.

SMILES	UHRF1 binding	DDE Tn6 FP inh	KLK7 zymogen act	TDP2 absorb	SIAE inh	MBD2 DNA inh	PRMT1 FP inh	TCR-CD3 inh	LEDGF integ inh	DDE Tn7 FP inh
CC(c1c[nH]c2ccccc12)c1c[nH]c2ccc(Br)cc12 (configuration not stated)	-1	5	0.3	3	7	-1	1	nt	-3	-6
c1ccc(CCNc2nc(-c3ccncc3)cs2)cc1	1	-7	0.2	2	7	1	-1	0	-3	-5
CCC(=O)N1CCC(C)(C(=O)Nc2cc(OC)c(OC)c(OC)c2)C1 (configuration not stated)	-1	-5	0.7	0	-4	5	-2	1	1	-1
CCOc1cc(NC(=S)NCC2CCCO2)c(OCC)cc1NC(=O)c1ccccc1 (configuration not stated)	-1	-4	0.1	-6	6	-5	-3	4	-2	3
Cc1cccc2c1nc(-c1ccccc1)n1nnnc21	-2	7	0.8	-2	12	-1	1	1	-1	4
CCOC(=O)c1cc2sccc2n1CC(=O)Nc1ccc2c(c1)OCCO2	1	7	-1.0	-3	0	3	4	1	2	-4
COc1ccc(C2=NN(C(=O)c3cccs3)C(O)(C(F)(F)F)C2)cc1 (configuration not stated)	-2	3	0.2	-15	-10	-1	0	9	-1	-5
Cc1cccc(C2c3[nH]c4ccccc4c3CCN2Cc2cnn(-c3ccc(F)cc3)c2)n1 (configuration not stated)	-2	4	-0.6	-6	-4	-3	1	5	5	2
O=[N+]([O-])c1c(Nc2ccccn2)cc(Cl)c2nonc12	9	10	-4.2	87*	46*	-5	12	45*	70*	1
O=C(NC(c1ccc(F)cc1)c1ccc2ccccc2n1)C1CCN(Cc2ccc(Oc3ccccc3)cc2)CC1 (configuration not stated)	0	-3	-3.1	-7	-3	-5	-1	-3	-1	9
CN(CC(=O)Nc1ccc(F)cc1)C(=O)Cn1c(=O)oc2ccccc21	12	-1	0.1	0	3	1	2	-2	1	-3
O=C(NNc1nc2c(F)cc(F)cc2s1)c1ccccc1	3	-4	0.1	-12	2	3	5	-3	-2	-4
Cn1c(SCc2ccccc2)nccc1=O	4	-1	0.2	-6	-3	5	3	-6	-4	3
COc1ccccc1N1CCN(/N=C/c2cc(OC)c(OC(C)=O)c(OC)c2)CC1	1	-14	0.0	-16	7	-6	-4	-4	6	1
CN(Cc1nc2ccccc2c(=O)[nH]1)C(=O)c1ccc(S(=O)(=O)N(C)C)cc1	0	0	-0.3	-2	-6	0	0	1	1	-5
C=CCc1cccc(/C=N/c2ncccc2O)c1O	-8	-3	0.8	11	16	-5	22*	8	0	3
Cc1ccc2[nH]c(=O)c(CN(Cc3nnnn3C3CCCC3)C3CCCCC3)cc2c1	-2	1	0.8	13	1	-5	6	-6	4	4
O=[N+]([O-])c1ccc(S(=O)(=O)Nc2ncccn2)cc1	-3	0	0.0	7	3	-5	-2	4	-1	1
Cc1cc(C(=O)N2CCC(C(=O)O)CC2)c(C)o1	1	9	-0.1	-13	-5	0	1	-5	-3	3
O=C(CSc1nc2c(cnn2-c2ccc(F)cc2)c(=O)[nH]1)N1CCCc2ccccc21	-3	-10	0.3	-6	-1	0	1	9	3	-1
O=C(Nc1ccc2nc(C3CC3)n(Cc3ccc(F)cc3)c(=O)c2c1)c1ccco1	-3	-2	0.3	-2	-23	0	-2	4	-2	-3
N#Cc1ccccc1OCC(=O)NNC(=O)CCNC(=O)c1ccccc1	-2	3	0.7	-7	-4	1	1	2	1	-6
Cc1ccc2c(c1)CCCN2C(=O)c1ccncc1	17	-6	-0.3	0	-2	8	1	3	0	6
CC1CN(C(=O)CCC(=O)NCc2cccnc2)c2ccccc2O1 (configuration not stated)	-2	-10	0.7	3	8	-4	-1	3	3	-3
COC(=O)c1ccccc1Oc1ccc(NC(=O)CCCl)cc1	0	1	0.2	8	-3	3	0	1	0	-2
CCCCc1cc(=O)oc2c(C)c(OCC(=O)NCC3CCC(C(=O)O)CC3)ccc12 (configuration not stated)	2	3	0.8	1	0	0	-6	-9	2	-2
O=C(CCCCCn1c(=O)[nH]c2ccccc2c1=O)N1CCN(Cc2ccc3c(c2)OCO3)CC1	-4	4	-0.3	-13	3	-1	-1	7	1	1
COc1ccc(N(CC(=O)N/N=C(\C)c2cccs2)S(=O)(=O)c2ccccc2)cc1Cl	-1	-2	-0.2	-5	-1	3	3	-1	6	-5
Cc1cc(C)cc(SCc2noc(C(=O)NCCC(C)C)c2C(=O)NCCC(C)C)c1	-2	1	-0.8	-5	-11	-2	1	5	1	-4
Cc1cc(C2=NNC(=NC3CC3)SC2)c(C)n1-c1c(C)n(C)n(-c2ccccc2)c1=O	-5	-2	-0.4	2	-1	-2	9	2	-1	-8

Ten entries from above, in markdown:
| molecule | UHRF1 binding | DDE Tn6 FP inh | KLK7 zymogen act | TDP2 absorb | SIAE inh | MBD2 DNA inh | PRMT1 FP inh | TCR-CD3 inh | LEDGF integ inh | DDE Tn7 FP inh |
| --- | --- | --- | --- | --- | --- | --- | --- | --- | --- | --- |
| O=C(Nc1ccc2nc(C3CC3)n(Cc3ccc(F)cc3)c(=O)c2c1)c1ccco1 | -3 | -2 | 0.3 | -2 | -23 | 0 | -2 | 4 | -2 | -3 |
| N#Cc1ccccc1OCC(=O)NNC(=O)CCNC(=O)c1ccccc1 | -2 | 3 | 0.7 | -7 | -4 | 1 | 1 | 2 | 1 | -6 |
| Cc1ccc2c(c1)CCCN2C(=O)c1ccncc1 | 17 | -6 | -0.3 | 0 | -2 | 8 | 1 | 3 | 0 | 6 |
| CC1CN(C(=O)CCC(=O)NCc2cccnc2)c2ccccc2O1 (configuration not stated) | -2 | -10 | 0.7 | 3 | 8 | -4 | -1 | 3 | 3 | -3 |
| COC(=O)c1ccccc1Oc1ccc(NC(=O)CCCl)cc1 | 0 | 1 | 0.2 | 8 | -3 | 3 | 0 | 1 | 0 | -2 |
| CCCCc1cc(=O)oc2c(C)c(OCC(=O)NCC3CCC(C(=O)O)CC3)ccc12 (configuration not stated) | 2 | 3 | 0.8 | 1 | 0 | 0 | -6 | -9 | 2 | -2 |
| O=C(CCCCCn1c(=O)[nH]c2ccccc2c1=O)N1CCN(Cc2ccc3c(c2)OCO3)CC1 | -4 | 4 | -0.3 | -13 | 3 | -1 | -1 | 7 | 1 | 1 |
| COc1ccc(N(CC(=O)N/N=C(\C)c2cccs2)S(=O)(=O)c2ccccc2)cc1Cl | -1 | -2 | -0.2 | -5 | -1 | 3 | 3 | -1 | 6 | -5 |
| Cc1cc(C)cc(SCc2noc(C(=O)NCCC(C)C)c2C(=O)NCCC(C)C)c1 | -2 | 1 | -0.8 | -5 | -11 | -2 | 1 | 5 | 1 | -4 |
| Cc1cc(C2=NNC(=NC3CC3)SC2)c(C)n1-c1c(C)n(C)n(-c2ccccc2)c1=O | -5 | -2 | -0.4 | 2 | -1 | -2 | 9 | 2 | -1 | -8 |

More compounds follow.
SMILES	UHRF1 binding	DDE Tn6 FP inh	KLK7 zymogen act	TDP2 absorb	SIAE inh	MBD2 DNA inh	PRMT1 FP inh	TCR-CD3 inh	LEDGF integ inh	DDE Tn7 FP inh
CCC(C)NC(=O)CCC(=O)Nc1ccc2nc(N3CCOCC3)cc(C)c2c1 (configuration not stated)	-2	-1	2.7	7	-5	-6	-3	5	0	-6
O=C1[C@@H](Oc2ccccc2)[C@@H](c2ccncc2)N1c1ccccc1	1	-6	-0.1	-2	1	5	-2	0	-3	-2
O=C(Cn1nnc(-c2ccc(N3CCOCC3)cc2)n1)c1cccc(F)c1	0	5	-0.3	-6	-2	0	4	nt	-3	3
CCN(C[C@H]1N[C@@](CC)(C(=O)OC)[C@H]2C(=O)N(C)C(=O)[C@@H]12)C(=O)COC	0	-1	0.2	6	-2	1	-3	5	0	2
CN(C)c1nc(Oc2ccc(=O)n(-c3ccccc3)n2)nc(N2CCOCC2)n1	0	-3	-0.4	12	4	0	-1	0	0	-2
Cc1ccc(CCNC(=O)c2cc(C)nn2-c2ccccc2)cc1	-3	-1	-0.1	14	6	-2	-1	3	-1	1
CCc1ccccc1NC(=O)C1CCN(C(=O)c2cccs2)CC1	-2	-8	0.1	16	-4	-1	-3	0	0	-7
O=C(NCc1ccccn1)c1ccccc1-c1ccccc1	-4	-9	0.1	10	-1	0	-5	7	6	2
O=C(Nc1ccc(-c2nnc3n2CCCCC3)cc1)c1ccco1	-1	-1	0.3	4	1	1	-1	3	1	4
Cc1cc(C)c(O)c(C2(O)C(=O)c3ccccc3C2=O)c1	7	-4	0.2	-7	-1	1	4	-7	-6	6
CCOc1ccc(OCCC(=O)OCC(=O)Nc2cc(S(=O)(=O)N3CCOCC3)ccc2C)cc1	3	1	0.1	5	11	1	1	0	-4	7
COCCNC(=O)c1ccc(C)cc1C	0	1	-0.5	7	2	0	1	-4	-3	1
CC1(C)C2C/C(=N\O)C(C)(/[N+]([O-])=C/c3cccc([N+](=O)[O-])c3)CC21 (configuration not stated)	-1	2	0.0	-9	-6	5	-1	4	-7	-1
COCCN(C(=O)CNC(=O)c1ccco1)C(C(=O)NC1CCCC1)c1ccccc1 (configuration not stated)	-1	-6	0.9	10	-5	0	-2	4	-1	3
O=C(/C=C/c1ccc(Cl)c(Cl)c1)Nc1cccnc1	3	-2	0.5	-2	-1	-1	-3	2	4	0
O=C(CCc1ccccc1)Nc1ccc(F)cc1F	2	7	-0.5	-6	4	3	-2	-2	2	6
COc1cc(C)ccc1OCCON1C(=O)CCC1=O	0	6	0.0	-7	-3	-2	5	-12	-6	-6
O=C(COC(=O)c1ccc2ncsc2c1)NC(=O)NCc1ccccc1	0	1	-0.3	2	2	-3	8	3	-1	3
CCOC(=O)c1cnn(-c2ccccc2)c1-n1cccc1C(=O)C(=O)N(C)C	1	0	-0.7	5	3	1	-3	0	9	-2
COc1cc(C(CC(=O)Nc2ncccc2C)N2Cc3ccccc3C2=O)cc(OC)c1OC (configuration not stated)	-3	2	0.8	26*	4	4	-3	2	1	8
CCCCCCCCCCCCC(NC(C)=O)(C(=O)OCC)C(=O)OCC	0	7	-0.6	6	1	0	2	-1	-2	-2
COC(=O)c1cc(Br)ccc1NC(=O)CSCc1c(C)noc1C	0	0	-0.2	5	-4	-1	-3	2	7	4
